High-throughput results: PubChem BioAssay, National Center for Advancing Translational Sciences (NCATS)
BAZ2B block: BAZ2B (human) inhibition. AlphaScreen BAZ2B-H3K14Ac peptide displacement. Potency, µM (titrated, usually from 114 µM), inactives show at the highest dose activity change, negative = inhibition, hits mostly inhibitors. AID 504333. Q9UIF8. 360,000 tested, 4.4% active; also: potency is read from the fitted curve at half-maximal effect; % is scaled to controls: 0 for no effect and ±100 for the full control effect; nearly all actives have a fitted effect of over 60% in size
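Complex of BAZ2B and biotin-H3K14Ac (50 nM apiece) forms over 30 min at RT, then faces library compounds up to 110 uM for another 30 min; AlphaScreen beads added, 20 min dark incubation, luminescence read.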
JMJD2A Tudor inh: blocks the human JMJD2A Tudor domain. AlphaScreen JMJD2A-Tudor / H3K4me3 peptide binding. 390,000 tested, 4.4% active. O75164. Potency, µM (highest dose often 114 µM), inactives show at the highest dose activity change, negative = inhibition, usual class: inhibitors; also: potency is read from the fitted curve at half-maximal effect; % is scaled to controls: 0 for no effect and ±100 for the full control effect; nearly all actives have a fitted effect of over 50% in size
G9a block: G9a (human) methyltransferase inhibition; G9a H3K9 monomethylation, AlphaScreen, 2 h; Potency, µM (highest dose often 102 µM), inactives show at the highest dose activity, negative = inhibition, most hits filed as inhibitors; 350,000 tested, 8.8% active; AID 504332; also: potency is read from the fitted curve at half-maximal effect; % is scaled to controls: 0 for no effect and ±100 for the full control effect; nearly all actives have a fitted effect of over 75% in size
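AlphaScreen read-out: biotin-H3K9 peptide (500 nM) methylation by 20 nM enzyme with 20 uM SAM, 2 h at room temperature after 15 min compound preincubation; anti-monomethyl H3K9 antibody plus donor/acceptor beads, 10 min dark.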
GLS inhibitor: blocks human kidney-isoform glutaminase activity | O94925 | AID 624170 | 410,000 tested, 0.21% active | GLS enzymatic activity, qHTS titration | Potency, µM (highest dose often 45.5 µM), without a hit: top-dose activity change, negative = inhibition, usual class: inhibitors; also: potency is read from the fitted curve at half-maximal effect; % is scaled to controls: 0 for no effect and ±100 for the full control effect
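Two-point fluorescence kinetic (t0, 30 min RT) for hKGA; glutamate detected via glutamate oxidase–HRP–Amplex Red. Substrate: 1 mM L-glutamine solution; buffer 45 mM KH2PO4, pH 8.2.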
HP1b chromo inh: inhibitors of HP1-beta chromodomain binding to methylated histone tails; P83916; AlphaScreen HP1-beta / biotin-H3K9me3 peptide binding; Potency, µM (top dose mostly 114 µM), without a hit: at the highest dose activity change, negative = inhibition, hits mostly inhibitors; 390,000 tested, 0.56% active; AID 540317; also: potency is read from the fitted curve at half-maximal effect; nearly all actives have a fitted effect of over 70% in size; inactives centre near 23
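AlphaScreen: HP1-beta (50 nM) preformed 30 min with biotin-H3(1-18)K9me3 peptide (50 nM) in PBS pH 7.4, 0.01% Tween-20. Compound added for 30 min at RT, then streptavidin donor/nickel chelate acceptor beads (10 ug/mL) for 30 min.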
ALOX12 inh: blocks human arachidonate 12S-lipoxygenase | P18054 | purified 12hLO, xylenol orange hydroperoxide absorbance | 580,000 tested, 1.1% active | Potency, µM (series often up to 108 µM), inactives show at the top dose activity change, negative = inhibition, most hits filed as inhibitors | AID 1671190; also: potency is read from the fitted curve at half-maximal effect; % is scaled to controls: 0 for no effect and ±100 for the full control effect
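Purified human 12hLO at 150 nM in 25 mM Hepes, 0.01% Triton X-100, pH 7.0, preincubated 15 min at room temperature with compound. Reaction started with 40 uM arachidonic acid, 30 min at room temperature. Hydroperoxide measured by Fe-xylenol orange, 573/405 nm absorbance ratio.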
ERG-DNA inh: ERG Ets/DNA interaction inhibition; P11308; fluorescence polarization, His-ERG Ets domain / labelled DNA; Potency, µM (doses to about 76.9 µM), for inactives: at the top dose FP activity, negative = inhibition, usual class: inhibitors; 370,000 tested, 0.028% active; active = well fitted inhibition curve with a large enough effect in the polarisation, with a control signal flat; inconclusive = small, poorly fitted or top-dose-only effect, or effect the other way, or a change in a side signal; inactive = no such curve, though single readings can be large or run the other way; the % refers to the polarisation;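 also: polarization taken with two DNA probes labelled with fluorescein and Texas red; potency is read from the fitted curve at half-maximal effect; % of control where 0% means no effect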
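His-tagged ERG Ets domain (1 uM in the protein solution; 300mM KCl, 50mM Tris-HCl, 1mM EDTA, 1mM DTT, pH 7.5) received compound, then a probe mix of 5 nM fluorescein-DNA and 100nM Texas-615-DNA. Fluorescence polarization was read for both dyes.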
RGS4 inh: inhibitors of human regulator of G protein signaling 4 | Transcreener GDP fluorescence polarization, RGS4-accelerated GTP hydrolysis | Potency, µM (top dose mostly 114 µM), for inactives: at the top dose activity change, negative = inhibition, actives largely listed as inhibitors | 390,000 tested, 0.039% active; also: potency is read from the fitted curve at half-maximal effect; % is scaled to controls: 0 for no effect and ±100 for the full control effect; nearly all actives have a fitted effect of over 75% in size; some results filed as inactive show a strong effect at the top dose
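MLSMR compounds (23 nl, pin-transferred) preincubated 10 min at room temperature with a 500nM (2x) first reagent, then RGS4 at 900nM (2x) plus Transcreener GDP mix added; fluorescence polarization (620/688 nm) read before and after 90 min at 30 °C.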
PI4K2A block: blocks human PI4K2A kinase activity | Q9BTU6 | purified PI4K2A, ADP-Glo luminescence, 1 h; hits give low values | activity change, negative = inhibition, % at 76.9 µM | 420,000 tested, 0.13% active | AID 1346378; in the data active = activity change below about -50%; inconclusive = mostly about -30% to -49%;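 also: -100% = wells without enzyme as full effect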
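In this quantitative HTS, ADP production by PI4K2A was quantified luminescently after 1 h at ambient temperature; 100 microM adenosine served as plate-quality control.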
The depositor's hits bear a star; ? = inconclusive; · = no result given; & = joins results of further samples; [ ] = another dose, or the depositor's remark. Unless noted, calls follow the shape of the dose curve; as a rule, active = well fitted curve in the direction sought with a large enough effect; inconclusive = small, poorly fitted or top-dose-only effect, or another doubt; inactive = no such curve, though single readings can be large; an effect the other way counts as inactive or inconclusive.

entry	BAZ2B block	JMJD2A Tudor inh	G9a block	GLS inhibitor	HP1b chromo inh	ALOX12 inh	ERG-DNA inh	RGS4 inh	PI4K2A block	mol
1	17%	-11%	-3%[0.501 µM]	-1%	37%	-20%	-6%	-13%	-3	O=C(O)C1CC1C(=O)Nc1nc2c(Cl)cccc2s1 (stereo not drawn)
2	5%	?	-1%[59 µM]	2%	18%	-2%	12%	-17%	-1	NCCC(=O)NCCc1cnc[nH]1
3	-1%	3%	15%[59 µM]	-4%	49%[activator]	41%	-9%	-5%	2	C/C(=C(\C#N)C(=O)NCCCN1CCOCC1)N(C)C
4	4%	-26%	·	3%	5%	-7%	8%	13%	-3	COc1ccc(C(=O)C2CCCN(Cc3ccc(C#CCCO)cc3)C2)cc1F (stereo not drawn)
5	-9%	-14%	·	0%	8%[57 µM]	-1%	-4%	-21%	2	COCCN(Cc1cccs1)S(=O)(=O)c1csc(C(N)=O)c1
6	-4%	-17%	17%[59 µM]	0%	28%	13%	11%	-14%	-1	COc1ccc2[nH]c(C)c(C(=O)CN3CC(C)OC(C)C3)c2c1 (stereo not drawn)
7	-10%	?	4%[12.7 µM]	17%	14%	·	-9%	10%	-19	C=C[C@]1(C)C=C2CCC3[C@](C)(CCC[C@@]3(C)C(=O)O)C2CC1 (stereo partly drawn)
8	0%	-8%	25%[59 µM]	0%	28%	-17%	10%	-9%	2	COc1ccc(C(C)C)cc1S(=O)(=O)N1CCC(C(=O)NCc2cccnc2)CC1
9	1%	-3%	1%[2.33 µM]	1%	10%	-2%	10%	24%	5	Cc1ccc(C)c(Nc2nc3ccc(C)cc3n3cnnc23)c1
10	8%	-21%	18%[59 µM]	-5%	5%	-27%&-2%	2%	13%	-4	CN(C)C(=O)c1cc(Br)ccc1Cl
11	?	-27%	-6%	13%	24%	-7%	2%	-30%	2	CCOc1cc(NC(=S)NCCCN2CCOCC2)c(OCC)cc1NC(=O)c1ccc(OC)cc1
12	-18%	-35%	·	14%	15%	17%	-2%	?	-5	O=C(N/N=C/c1ccc[nH]1)c1c[nH]c2ccccc12
13	-24%	-33%	?	30%	10%	?	-10%	-22%	-7	CCOc1cc(Br)cc(C2NC(=O)c3c(sc4c3CCN(C)C4)N2)c1O (stereo not drawn)
14	-3%&-1%	-24%&-8%	8%	-2%&-1%	3%[57 µM]	2%&-18%	-7%&0%	4%&10%	8&2	Cc1ccccc1NC(=O)Cn1c(=O)n(-c2ccc(CC(=O)NCC3CCCO3)cc2)c(=O)c2ccccc21 (stereo not drawn)
15	1%	-11%	8%	5%	3%	-43%	-5%	27%	5	Cc1ccc(C(=O)N/C(=C\c2ccc([N+](=O)[O-])cc2)C(=O)NCCc2ccccc2)cc1
16	-25%	-19%	50µM*	10%	33%	21%	1%	7%	-1	CCCCNC(=O)c1cc2c(C)cc(C)cc2[nH]1
17	-18%	-21%	50µM*	-6%	8%	-25%	4%	-7%	-1	COc1ccc(-c2cccc(NC(=O)c3ccco3)c2)nn1
18	-38%	-32%	-38%[12.7 µM]	-12%	-9%	27%	10%	33%	-6	Cc1cc(/C=C2\SC(=Nc3ccc(F)cc3)NC2=O)c(C)n1-c1ccc(S(N)(=O)=O)cc1
19	-5%	6%[57.1 µM]	?	-6%	50%[activator]	17%	?	-19%[11.4 µM]	3	O=C(Nc1ccncc1)c1cn(-c2ccccc2)nc1-c1cccs1
20	1%	-23%	·	-13%	44%[activator]	1%	0%	-10%	-3	CCOC(=O)c1cnc(-n2nc(C)cc2C)nc1NC1CCCC1
21	3%	-9%	-12%[12.7 µM]	-5%	13%	1%	·	1%	0	Cn1c(=O)n(C)c2cc(S(=O)(=O)NCCOCCO)ccc21
22	?	28µM*	?	-20%	?	?	-2%	-37%	-2	COc1ccc(N2CCN(CC(O)COc3ccccc3[N+](=O)[O-])CC2)cc1 (stereo not drawn)
23	-3%	-4%	19%	7%	37%	340%[activator]	-5%	2%	-3	CCOC(=O)c1[nH]c2c(c1-c1ccccc1)C(=O)CC(c1ccc(OCC)cc1)C2 (stereo not drawn)
24	-8%	-12%	-10%	7%	14%	?	·	-16%	-3	O=C(Nc1nc(-c2ccc3ccccc3c2)cs1)C1CCN(S(=O)(=O)c2cccs2)CC1
25	16%	-2%	?	9%	14%	-25%	-2%	-14%	3	COc1ccccc1C(=O)NC(=O)COC(=O)c1cnc(C)cn1
26	·	-2%	·	-3%	26%	2%	0%	-9%	-9	Nc1ncnc2c1ncn2[C@@H]1O[C@H](CNCc2cn(CC(=O)NC3CC3)c3ccccc23)[C@@H](O)[C@H]1O
27	-2%	-12%	12%[59 µM]	2%	44%[activator]	176%[activator]	0%	-16%	-8	O=C(COc1ncnc2cc(Cl)ccc12)c1ccccc1
28	-1%	-10%	23%[12.7 µM]	21%	31%	10%	·	4%	2	Cc1cc2ccccc2c(=O)[nH]1
29	-9%	-3%	?	3%	39%	11%	1%	-20%	13	O=c1oc(-c2ccco2)nc2ccccc12
30	29%	11%[57.1 µM]	2%	-9%	64%[activator]	45µM*	-4%	-48%	4	COc1ccc(Cl)cc1NC(=S)NCCSc1ccc(C)cc1
31	10%	-18%	·	-3%	11%	29%	5%	3%	-3	COc1ccccc1NC(=O)C(C(C)C)N1C(=O)c2ccccc2C1=O (stereo not drawn)
32	3%	-14%	0%[59 µM]	-5%	18%	-6%	-2%	18%	0	COc1ccc(-c2cc(C(F)(F)F)nc(SCC(=O)N(C)Cc3cnn(C)c3C)n2)cc1OC
33	·	-34%	·	2%	31%	-29%	-5%	8%	0	CCN(C[C@H]1N[C@@](Cc2ccccc2)(C(=O)OC)[C@H]2C(=O)N(C)C(=O)[C@@H]12)C(=O)COC
34	2%	-26%	8%[2.33 µM]	-11%	12%	10%	0%	-11%	0	CCOc1ccc(CCNC(=O)COC(=O)c2ccc(OC(C)C)cc2)cc1OCC
35	·	-30%	-25%	0%	41%[activator]	4%	7%	18%	4	CC1CCCCN1S(=O)(=O)c1ccc(C(=O)Nc2nnc(-c3ccccn3)o2)cc1 (stereo not drawn)
36	·	-10%	·	6%	22%	165%[activator]	-6%[15.4 µM]	-8%	-1	COC(=O)c1ccc(COC(=O)CNC(=O)CNC(=O)c2ccc(OC)cc2)cc1
37	-3%	-14%	13%[2.33 µM]	-11%	14%	-23%	-10%	-40%	1	CCCCCN(C(=O)CCC(=O)OCC(=O)Nc1cccc(SC)c1)c1c(N)n(CCCC)c(=O)[nH]c1=O
38	5%	0%	4%[0.501 µM]	0%	38%	-5%	12%	-12%	-6	CN(Cc1nc2ccc(F)cc2[nH]1)Cc1nc(CC2CC2)no1
39	4%	10%	-22%[2.33 µM]	-2%	32%[activator]	-19%[57.4 µM]	2%	-9%	0	O=C(C1CCN(S(=O)(=O)c2cnc[nH]2)CC1)N1CCc2ccccc2C1
40	?	?	2.2µM*	27%	-13%	?	0%	-17%	-6	CN(C)C=NC1=NN(c2cccc(C(F)(F)F)c2)CC1
41	-10%	3%	?	-14%	40%[activator]	-11%	-3%	3%	-4	COc1ccc(-c2cc3nc(C)c(CCC(=O)Nc4cccc(C(F)(F)F)c4)c(C)n3n2)c(OC)c1
42	-29%	-6%	?	1%	27%	?	?	-43%	0	N#C/C(=C/c1ccc(N2CCCCC2)o1)C(=O)Nc1ccc2ccccc2c1
43	5%	-4%	·	22%	45%[activator]	114%[activator]	6%	26%	-6	Cc1onc(-c2c(Cl)cccc2Cl)c1NC(=O)NN(C)C
44	4%[57.1 µM]	-19%	1%	0%	14%	22%	-19%	-17%	-3	Cc1cc(Cl)ccc1NC(=O)CN1CCC(C(O)(c2ccccc2)c2ccccc2)CC1
45	-6%	-15%	-5%[0.501 µM]	0%	18%	-4%	3%	5%	7	O=C(COC(=O)C1CCC1)NCc1ccc(F)cc1
46	11%	-5%	15%	18%	0%	-21%	9%	-1%	3	O=C(NCc1ccccc1F)c1cc(=O)[nH]c2ccccc12
47	-2%	-11%	3%[59 µM]	-8%	33%	0%	14%	24%	-6	c1ccc(-c2csc3ncnc(NCCCN4CCOCC4)c23)cc1
48	-13%	1%	-1%[59 µM]	-3%	31%	-20%	4%	20%	-1	CNS(=O)(=O)c1cn(CC(=O)Nc2ccc(C(C)=O)cc2)cc1S(=O)(=O)NC
49	12%	-7%	14%[59 µM]	2%	37%	18%	-2%	-27%	-4	CC(OC(=O)C1CCCCC1)c1nc2ccccc2[nH]1 (stereo not drawn)
50	-31%	?	56µM*	-16%	20%	-3%	16%	-20%	4	COc1ccc2nc(SCC(=O)Nc3cc(OC)c(OC)cc3C(=O)O)c(C)cc2c1
51	6%	-11%	52%[activator]	-3%	27%	-2%	9%	-11%	-8	O=C(CNC(=O)c1ccccc1Cl)N/N=C/c1ccc2c(c1)OCO2
52	·	-12%	·	4%	23%	-6%	-4%	93%[activator]	-3	COc1cc(OC)c(C(=O)OCC(=O)NC2CCCCCCC2)cc1OC

Entries of single compounds, looked up by structure. Order of screens: BAZ2B block, JMJD2A Tudor inh, G9a block, GLS inhibitor, HP1b chromo inh, ALOX12 inh, ERG-DNA inh, RGS4 inh, PI4K2A block
Results for c1ccc(-c2csc3ncnc(NCCCN4CCOCC4)c23)cc1 = -2%, -11%, 3%[59 µM], -8%, 33%, 0%, 14%, 24%, -6
Results for COc1ccc2nc(SCC(=O)Nc3cc(OC)c(OC)cc3C(=O)O)c(C)cc2c1 = -31%, ?, 56µM*, -16%, 20%, -3%, 16%, -20%, 4

A portion of the library; rates above refer to the full screens.
